N370S GC mod: N370S glucocerebrosidase modulation, Gaucher chaperone candidate; P04062; Potency, µM (highest dose often 59.4 µM), without a hit: at the highest dose activity change, negative = inhibition, usual class: inhibitors; 330,000 tested, 0.092% active; N370S GC spleen homogenate, 4MU-glucoside fluorescence; AID 2101;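 further: 0% = full enzyme activity and -100% = no enzyme basal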
FEN1 inhibitor: blocks human flap endonuclease 1 | P39748 | Recombinant FEN1 flap cleavage, fluorescence, 15 min | Potency, µM (doses to about 114 µM), inactives show at the highest dose activity change, negative = inhibition, actives largely listed as inhibitors | 390,000 tested, 0.35% active | AID 588795; further: nearly all actives have a fitted effect of over 65% in size
Target sequence (P39748 whole entry, looked up): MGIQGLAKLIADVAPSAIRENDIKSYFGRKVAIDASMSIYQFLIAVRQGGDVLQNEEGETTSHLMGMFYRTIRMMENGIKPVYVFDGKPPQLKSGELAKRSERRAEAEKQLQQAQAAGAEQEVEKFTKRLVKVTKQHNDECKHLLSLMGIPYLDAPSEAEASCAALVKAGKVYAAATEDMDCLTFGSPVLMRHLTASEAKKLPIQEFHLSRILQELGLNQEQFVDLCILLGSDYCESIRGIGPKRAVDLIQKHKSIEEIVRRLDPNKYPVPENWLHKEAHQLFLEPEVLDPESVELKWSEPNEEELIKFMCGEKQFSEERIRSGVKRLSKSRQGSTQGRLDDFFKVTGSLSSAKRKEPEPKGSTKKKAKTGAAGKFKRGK
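Quantitative HTS format: each compound was titrated, incubated with 10 nM nuclease for 15 min at room temperature, then challenged with flap substrate at 50 nM final. Signal change over 15 min gave concentration–effect curves.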
TDP1 inh: blocks human tyrosyl-DNA phosphodiesterase 1. Potency, µM (top dose mostly 130 µM), for the others: top-dose activity change, negative = inhibition, usual class: inhibitors. Q9NUW8. recombinant TDP1, AlphaScreen DNA substrate cleavage. 350,000 tested, 0.28% active. AID 485290; further: nearly all actives have a fitted effect of over 40% in size
Target sequence (Q9NUW8 whole entry, looked up): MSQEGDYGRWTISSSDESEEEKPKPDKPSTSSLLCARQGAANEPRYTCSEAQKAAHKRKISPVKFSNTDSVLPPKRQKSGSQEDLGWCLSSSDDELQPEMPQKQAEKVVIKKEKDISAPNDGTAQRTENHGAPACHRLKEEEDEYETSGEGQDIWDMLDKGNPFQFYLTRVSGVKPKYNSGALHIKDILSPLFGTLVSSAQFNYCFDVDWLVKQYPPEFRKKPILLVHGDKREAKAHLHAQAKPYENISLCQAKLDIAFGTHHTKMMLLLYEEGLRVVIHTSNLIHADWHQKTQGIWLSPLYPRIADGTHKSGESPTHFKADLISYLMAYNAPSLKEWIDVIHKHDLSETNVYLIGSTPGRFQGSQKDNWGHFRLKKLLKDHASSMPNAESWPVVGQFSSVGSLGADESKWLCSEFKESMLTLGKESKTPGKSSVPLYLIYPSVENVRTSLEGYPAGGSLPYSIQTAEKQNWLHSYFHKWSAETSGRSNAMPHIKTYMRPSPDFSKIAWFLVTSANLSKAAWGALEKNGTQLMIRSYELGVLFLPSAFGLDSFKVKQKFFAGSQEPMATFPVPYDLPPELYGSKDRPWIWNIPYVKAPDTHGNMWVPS
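Recombinant human Tdp1 (E. coli-expressed, 1 nM final) preincubated with compounds 15 min at room temperature, then 5'-biotin/3'-phosphotyrosine-FITC DNA substrate (15 nM final) added for 5 min. AlphaScreen beads (10 ug/ml final) added 10 min; cleavage lowers signal.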
Starred values were filed as active, the others as inactive; ? = inconclusive; · = no result given; & = joins results of further samples; [ ] = dose if it differs, or a comment. The call rests on the fitted dose curve; in most records, active means well fitted curve in the direction sought with a large enough effect; inconclusive means small, poorly fitted or top-dose-only effect, or another doubt; inactive means no such curve, though single readings can be large; an effect the other way counts as inactive or inconclusive. Unless noted, on the % scale 0 is the no-effect control and ±100 the full control effect; potency means the concentration at half of the fitted maximal effect.

Under each structure: TDP1 inh	FEN1 inhibitor	N370S GC mod
#1 Cc1ccc2c(CC(=O)N(Cc3cccc(Cl)c3)C3CCS(=O)(=O)C3)coc2c1 (configuration not stated)
    2%	-15%	·
#2 COc1cc(OC)c2c(c1)C(=O)c1cc(OC)cc(OC)c1C2=O
    3%	-16%	-1%
#3 Cc1ccc(CSCCNC(=O)CSc2ccccc2)cc1
    3%	-14%	1%
#4 CCOc1ccc(Nc2ncnc3c2cnn3-c2ccccc2)cc1
    0%	-6%	1%
#5 Cc1ccc(CN2CCC(Oc3ccc(C(=O)NCc4ccccn4)cc3)CC2)o1
    2%	-5%	-5%
#6 O=c1c2c(n3nnnc3n1Cc1ccccc1)-c1ccccc1CC21CCCC1
    -4%	-4%	10%
#7 CCCCNC(=O)c1onc(CSc2cccc(OCC)c2)c1C(=O)O
    3%	-4%	5%
#8 O=C(COC(=O)c1c(F)cccc1F)Nc1ccc2c(c1)OCO2
    0%	1%	-10%
#9 CC(=O)N1CCc2ccc(S(=O)(=O)N3CC(C)OC(C)C3)cc21 (configuration not stated)
    3%	-1%	7%
#10 CC(=O)N1c2ccc(S(=O)(=O)N3CCCCC3)cc2CC1C(=O)Nc1ccc(C)cc1 (configuration not stated)
    3%	4%	-2%
#11 CC(=O)/C(N=Nc1ccc(C(=O)O)cc1[N+](=O)[O-])=C(\C)O
    ·	-5%	4%
#12 CCOC(=O)c1nn(-c2ccc(Cl)cc2)c(C)cc1=O
    ·	8%	-1%
#13 O=C(C1CCC1)N1CCN(S(=O)(=O)c2ccccc2)CC1
    -1%	-2%	2%
#14 COc1ccc(N(C)C(=O)Cn2cc(S(=O)(=O)N3CCN(c4ccccc4F)CC3)c3ccccc3c2=O)c(OC)c1
    -2%	11%	·
#15 Cc1ccc(C(=O)N(c2ccccn2)C(C)c2ccco2)cc1 (configuration not stated)
    5%	-9%	12%
#16 COc1cc(/C=C/c2ccc3cccc(O)c3n2)cc(Cl)c1OC
    ·	15%	6%
#17 CC(Sc1nccn1C)C(=O)c1ccc(Br)cc1 (configuration not stated)
    9%	-1%	-6%
#18 CSc1cccc(N2C(=O)N(Cc3ccc([N+](=O)[O-])cc3)c3ccccc3S2(=O)=O)c1
    6%	13%	·
#19 CCCN1CCN(C(=O)Cn2ncc3c([nH]c4ccc(C)cc43)c2=O)CC1
    3%	16%	3%
#20 COc1ccc(OC)c(N(CC(=O)N2CCCC2)S(=O)(=O)c2ccc(OC)c(OC)c2)c1
    0%	-14%	5%
#21 CCOC(=O)C(C)Sc1nc2c(cnn2-c2ccc(F)cc2)c(=O)[nH]1 (configuration not stated)
    ·	5%	-2%
#22 CCOc1ccc(C2NC(=O)NC(C)=C2[N+](=O)[O-])cc1OC (configuration not stated)
    0%	11%	-6%
#23 CCN(CC)CCCN1C(=O)C2C(C(=O)Nc3ccc(C(C)C)cc3)C3C=CC2(O3)C1C(=O)NC1CCCCC1 (configuration not stated)
    9%	16%	-1%
#24 Cc1ccc(-n2c(Cc3cccs3)nnc2SCC(=O)OC(C)C)cc1
    -5%	-9%	18%
#25 CN(C)c1ccc(/C=C/c2nc3ccccc3c(=O)[nH]2)cc1
    ·	-19%	-4%
#26 Cc1ccccc1OCCC(=O)Nc1ccc(S(=O)(=O)N(C)C2CCN(C)CC2)cc1
    ·	-7%	-19%
#27 COc1ccc(CNC(=O)CCc2nc(-c3ccccc3F)no2)c(OC)c1
    2%	7%	5%
#28 CCOc1ccc(-c2nc(SCC(=O)NCCCOC)c(-c3ccccc3)[nH]2)cc1
    2%	6%	·
#29 COc1cccc(CC2(CO)CCCN(C(=O)c3cc[n+]([O-])cc3)C2)c1 (configuration not stated)
    ·	4%	-1%
#30 CCCCCCN1C=CC=C/C1=C\C=C(C#N)C#N
    7%	-12%	27%
#31 O=C(N/N=C\c1ccc2c(c1)OCO2)c1cncc(Br)c1
    50µM*	-18%	-9%
#32 CC(=O)Oc1ccc(C)cc1-n1nc2ccccc2n1
    -3%	-13%	8%
#33 CCn1[nH]c(=O)c(=Nc2c(C)n(C)n(-c3ccccc3)c2=O)cc1-c1ccc(Cl)cc1
    1%	-6%	25%
#34 Cc1cc2ncn(CCC(=O)NC(C)(C)C)c2cc1C
    0%	7%	-6%
#35 CCCc1ccc(Oc2cn[nH]c2-c2ccc(O)cc2O)cc1
    6%	-19%	-1%
#36 CC1CCCC(NC(=O)CCCn2ncn3c(cc4occc43)c2=O)C1C (configuration not stated)
    2%	-4%	-5%
#37 COc1ccc(CN2CCCC(CO)(Cc3ccc(F)cc3)C2)c(OC)c1OC (configuration not stated)
    ·	36%[activator]	-5%
#38 CC1CCN(C(=O)CN2c3cccc4cccc(c34)S2(=O)=O)CC1
    -2%	17%	·
#39 O=C(NC(c1ccccc1)c1ccccc1)C1CCCN(S(=O)(=O)c2cnc[nH]2)C1 (configuration not stated)
    3%	-4%	-4%
#40 Cc1cc(Nc2ccc(C(=O)O)c(O)c2)n2ncnc2n1
    5%[12.3 µM]	11%	·
#41 O=C(Nc1ccc(F)cc1F)c1ccc(COc2c(F)c(F)cc(F)c2F)o1
    -9%	16%	3%
#42 CCOC(=O)c1nnn2c1nc(N(CC)CC)c1ccccc12
    3%	13%	28%
#43 O=c1[nH]c(SCc2nc3ccccc3c(=O)n2-c2ccccc2)nc2ccccc12
    3%	-14%	24%
#44 S=C(NCc1ccc2c(c1)OCO2)NC1CCN(Cc2ccccc2)CC1
    -6%	14%	?
#45 O=C(O)c1cc(-c2cccnc2)nn1-c1ccccn1
    -2%	50%[activator]	-1%
#46 Cc1ccc(-c2nc3ccccn3c2Nc2c(C)cccc2C)o1
    15%	-30%	·
#47 Cc1ccc(S(=O)(=O)n2ccc3c(OCCOCCNCc4ccc(F)cc4)cccc32)cc1
    ·	15%	?
#48 O=C(NCc1ccccc1)C1=C[C@H](c2csc3ccccc23)C[C@H](OCCCCO)O1
    1%	8%	5%
#49 COc1ccc(S(=O)(=O)Nc2ccc3c(c2)n(C)c(=O)n3C)cc1OC
    8%[0.0935 µM]	12%	-1%
#50 CS(=O)(=O)N1CCC(C(=O)NCc2ccncc2)CC1
    6%	10%	5%
#51 COc1ccc(Cl)cc1NC(=S)Nc1cccnc1
    0%	-1%	0%
#52 Cc1noc(C(=O)Nc2cccc(Cl)c2)c1Cl
    ·	-16%	-8%
#53 CC1(C)NC(=O)N(CCOCCOc2c(Cl)cc(Cl)cc2Cl)C1=O
    1%	2%	-12%
#54 O=C(Nc1ccccc1)[C@@]12C[C@@H]1/C(=N/O)c1ccccc1O2
    9%[56.1 µM]	·	19%
#55 CCC(O)C1CCN(C(=O)c2ccc(OC3CCN(Cc4ccccn4)CC3)cc2)CC1 (configuration not stated)
    4%	-3%	-2%
#56 CCOC(=O)CC(NC(=O)c1cc2cc(Cl)ccc2oc1=O)c1ccc(C)cc1 (configuration not stated)
    2%	1%	·
#57 Cn1nccc1C(=O)NC1CCCc2c1cnn2-c1ccccc1F (configuration not stated)
    1%	9%	0%
#58 c1ccc2occc2c1
    0%&6%	-7%	7%
#59 CCNc1nc(NC(C)C)nc(NC(C)(C)C)n1
    0%	17%	-28%
#60 CC1=C(c2ccc(C(C)C)cc2)S(=O)(=O)NC1=NCc1ccc(OC(C)C)cc1
    0%	13%	·

Continued.
Under each structure: TDP1 inh	FEN1 inhibitor	N370S GC mod
#61 O=C1/C(=C\Nc2ccc(Cl)cc2)CCN1c1ncccn1
    3%	-2%	13%
#62 O=c1[nH]c(CNCc2cccnc2)nc2ccccc12
    -11%	-5%	-10%
#63 CCC(=O)N1CCc2cc(Br)cc(S(=O)(=O)N3CCCC(C(=O)Nc4cccc(C)c4C)C3)c21 (configuration not stated)
    -2%	17%	·
#64 CC(NC(=S)NC(=O)c1cccs1)c1ccccc1 (configuration not stated)
    3%	-11%	·
#65 Cc1ccc2sc(NC(=O)CN3C(=O)c4ccccc4C3=O)nc2c1C
    -3%	-8%	20%
#66 CC(C(=O)Nc1ccc2c(c1)OCO2)c1ccc([N+](=O)[O-])cc1 (configuration not stated)
    -6%	-6%	10%
#67 COc1cc(NC(=O)COC(=O)CNC(=O)C23CC4CC(CC(C4)C2)C3)cc(OC)c1
    1%	-2%	·
#68 CC(C)(C)NC(=O)Cn1c(SCC(N)=O)nc2ccccc21
    2%	4%	-17%
#69 COc1cc(-c2c(-c3ccc4c(c3)OCO4)noc2C)ccc1F
    ·	4%&-18%	-8%
#70 CCN(CC(=O)Nc1ccc2c(c1)OCCO2)Cc1cc(=O)oc2cc(C)c(C)cc12
    8%	9%	?
#71 CC1(C)Cc2nc3sc4c(N5CCCC5)nnnc4c3cc2CO1
    0%	·	6%
#72 COc1ccc(C(=O)Nc2ccc(Cl)cc2F)cc1S(=O)(=O)N1CCCC1
    0%[56.1 µM]	-11%	·
#73 O=C(C1COc2ccccc2O1)N1CCN(c2ccc([N+](=O)[O-])cc2)CC1 (configuration not stated)
    -15%	-8%	·
#74 CC(CNC(=O)Cn1ccc2cc(S(=O)(=O)N3CCCC3)ccc21)c1ccccc1 (configuration not stated)
    4%	16%	?
#75 CC(C)Oc1ccc(C(=O)Nc2ccc(N3CCCCC3)cc2)cc1
    4%	1%	-1%
#76 O=C(COC(=O)c1ccc(Cl)c(S(=O)(=O)N2CCCC2)c1)NC1CCCCC1
    ·	-2%	-2%
#77 CN(C)/C=C(/C(=O)c1ccc(Cl)cc1Cl)S(=O)(=O)c1ccccc1
    3%	-17%	7%
#78 O=C(COC(=O)C12CC3CC(CC(Cl)(C3)C1)C2)Nc1ccccc1
    -6%	-3%	·
#79 O=C(COc1ccccc1)NCC(=O)NC1=NCCS1
    9%	4%	-1%
#80 COc1ccc(-c2cc(C)no2)cc1S(=O)(=O)NC1CCC(C)CC1 (configuration not stated)
    5%	0%	·
#81 Cc1cc(C)cc(NC2=C(c3ccccc3)C(=O)c3ccccc32)c1
    12%	-22%	·
#82 CCCNC(=S)N(Cc1ccccc1)Cc1nc2ccccc2c(=O)[nH]1
    -3%	-11%	25%
#83 O=C(NNC(=S)Nc1ccccc1)C1CC1
    4%	-3%	2%
#84 Cn1c(N)c(C(=O)COC(=O)C2(c3ccccc3F)CCCC2)c(=O)n(C)c1=O
    -2%	-11%	7%
#85 S=C(NCc1ccco1)Nc1ccc(Br)cn1
    0%	10%	-1%
#86 COc1ccc(-c2csc(N(Cc3ccco3)C(=O)c3cccs3)n2)cc1
    1%	-22%	10%
#87 CCCCCc1cc(O)c2c(C)cc(=O)oc2c1
    -8%	-5%	26%
#88 COc1cccc(C(O)c2nccn2Cc2ccccc2)c1OC (configuration not stated)
    ·	-9%	-4%
#89 CSc1cc(-c2ccccc2)n(Cc2c(Cl)cccc2Cl)c(=O)c1C#N
    7%	-9%	7%
#90 CCN(CC)CCN(C(=O)CCS(=O)(=O)c1ccccc1)c1nc2cc(OC)c(OC)cc2s1
    6%	5%	-2%
#91 O=S(=O)(NCC1CC1)c1cccc(S(=O)(=O)N2CCCC2)c1
    7%	6%	2%
#92 CC(C)C(NC(=O)C1CCCCC1)C(=O)Nc1ccc2c(c1)OCCO2 (configuration not stated)
    -9%	7%	9%
#93 COc1ccccc1OCCNS(=O)(=O)c1ccc2oc3ccccc3c2c1
    5%	-24%	2%
#94 COc1ccccc1NC(=O)c1ccc(S(=O)(=O)NCc2ccco2)cc1
    6%	-7%	1%
#95 O=C1C=CC2=C3c4cc(O)c(O)cc4CC3(O)COC2=C1O (configuration not stated)
    ?	3.5µM*	-23%&2%
#96 OCC[C@@H]1C[C@@H](O)[C@H](O)[C@]2(CCc3ccccc3CO2)O1
    ·	-13%	1%
#97 CC(C)c1ccc(/C=N/n2c(-c3ccccc3)n[nH]c2=S)cc1
    ·	-17%	-6%
#98 O=Cc1cccn1-c1ccccc1
    ·	15%	-6%
#99 CCOC(=O)c1ccc(NS(=O)(=O)c2cccc3nsnc23)cc1
    8%	-3%	-2%
#100 CCN(c1ccccc1)S(=O)(=O)c1ccc(C(=O)NCC(c2cccs2)N(C)C)cc1 (configuration not stated)
    1%	-7%	-9%
#101 O=C(O)COc1ccc2c(c1)OCCO2
    -1%	-10%	-2%
#102 CC(C)(C)NS(=O)(=O)c1ccc(NC(=O)NC2CCCCC2)cc1
    3%	-1%	-18%
#103 CCCCn1c(SCc2nc(N)nc(Nc3ccccc3C)n2)nc2ccccc2c1=O
    4%	-5%	10%
#104 CCc1nnc(NC(=O)CN2CC(C)OC(C)C2)s1 (configuration not stated)
    ·	-2%	-14%

Assay outcomes as filed in PubChem.
